From PubChem
FXIa single inh = human FXIa protease inhibitors, primary screen, biochemical, single compound per well; hit rate 0.3% among 33,000; inhibition, % at 10 µM; purified human FXIa, fluorogenic AMC substrate cleavage; Coagulation factor XI (Homo sapiens), P03951;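 active means inhibition above 40% in the primary screen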;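 further: 0% = enzyme without compound and 100% = blank wells lacking enzyme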
Target sequence (P03951 19-387 limits assumed): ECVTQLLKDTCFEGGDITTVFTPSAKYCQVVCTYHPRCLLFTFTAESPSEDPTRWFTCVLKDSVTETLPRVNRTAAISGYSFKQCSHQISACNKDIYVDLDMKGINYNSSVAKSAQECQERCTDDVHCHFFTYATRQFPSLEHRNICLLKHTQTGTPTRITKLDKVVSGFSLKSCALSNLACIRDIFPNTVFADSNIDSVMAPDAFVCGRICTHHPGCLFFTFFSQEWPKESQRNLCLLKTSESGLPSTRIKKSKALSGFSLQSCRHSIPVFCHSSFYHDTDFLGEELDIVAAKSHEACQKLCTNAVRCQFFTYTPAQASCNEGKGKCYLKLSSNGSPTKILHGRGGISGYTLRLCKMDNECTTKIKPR
Target sequence (P03951 388-625 limits assumed): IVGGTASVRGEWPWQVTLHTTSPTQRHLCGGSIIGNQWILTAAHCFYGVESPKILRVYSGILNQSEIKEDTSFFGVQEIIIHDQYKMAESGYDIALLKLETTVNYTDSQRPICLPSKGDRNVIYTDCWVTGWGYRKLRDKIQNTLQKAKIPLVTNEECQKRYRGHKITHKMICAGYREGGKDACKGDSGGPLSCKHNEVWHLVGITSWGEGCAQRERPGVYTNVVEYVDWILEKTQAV
FXIIa inh = human FXIIa protease inhibitors, primary screen, biochemical, single well. hit rate 0.2% among 33,000. purified human FXIIa, AMC substrate fluorescence, 2 h. Coagulation factor XII (Homo sapiens), P00748. inhibition, % at 10 µM; in the data active means inhibition above about 30%;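 further: 0% = enzyme with vehicle only and 100% = no enzyme blank; many of its hits are not listed in these tables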
* hit, by the source's call. The list is partial; count on the stated rates, not on these rows.

How did O=S(=O)(c1ccc(N2CCN(CCO)CC2)nc1)N1CCCCC1 do in these assays?
FXIa single inh: 0; FXIIa inh: 3

What do the screens show for `O=C(Cn1c(=O)oc2cc(S(=O)(=O)N3CCCC3)ccc21)N1CCN(c2ccccc2)CC1`?
FXIa single inh: -11; FXIIa inh: -18

How did O=C(COc1ccccc1)Nc1nccs1 do in these assays?
FXIa single inh: -9; FXIIa inh: 5

What do the screens show for `CC(=O)CC(=O)NC(=NC1CCCCC1)Nc1nc(C)cc(C)n1`?
FXIa single inh: 33; FXIIa inh: -13

How did Cc1cccn2c(=O)c3cc(C(=O)NCCCN4CCCC4=O)n(C)c3nc12 do in these assays?
FXIa single inh: 1; FXIIa inh: -4

What do the screens show for `O=C(O)CC(C(=O)OCCOc1ccccc1)N1CCOCC1` (stereo unspecified)?
FXIa single inh: 6; FXIIa inh: 3

What do the screens show for `CC1CC(C)CN(c2ncc3c(n2)CC(c2ccccc2)CC3=O)C1` (stereo unspecified)?
FXIa single inh: -2; FXIIa inh: 4

How did CCCCCOc1ccc(C(=O)NCC(=O)NCC(=O)OCC)cc1 do in these assays?
FXIa single inh: -3; FXIIa inh: 1

What do the screens show for `CCC1(O)CC(C(=O)OC)=NN1C(=O)c1ccccc1` (stereo unspecified)?
FXIa single inh: -1; FXIIa inh: 11

What do the screens show for `CSc1ccc(C(=S)N2CCN(C(c3ccccc3)c3ccccc3)CC2)cc1`?
FXIa single inh: -5; FXIIa inh: 7

How did CCOC(=O)C1=C(c2ccccc2)N=C2SCC(=O)N2C1c1cccc(OC)c1 (stereo unspecified) do in these assays?
FXIa single inh: -4; FXIIa inh: 7

What do the screens show for `COc1cc(NC(=O)c2cccs2)c(C(=O)OCC(=O)NCc2ccccc2)cc1OC`?
FXIa single inh: -5; FXIIa inh: -1

Results for O=C(OCC(=O)N(C1CCCCC1)C1CCCCC1)c1ccco1 ?
FXIa single inh: 5; FXIIa inh: 8

How did O=C(O)CCCN=CC1=C(O)C(C(=O)c2ccccc2)CCC1=O (stereo unspecified) do in these assays?
FXIa single inh: 0; FXIIa inh: 3

What do the screens show for `CCOc1ccccc1N1CCN(C2=C(NS(=O)(=O)c3cccs3)C(=O)c3ccccc3C2=O)CC1`?
FXIa single inh: 7; FXIIa inh: 24

How did O=C(NCc1ccco1)c1cccc(NC(=O)c2ccco2)c1 do in these assays?
FXIa single inh: 0; FXIIa inh: 1

Results for Cc1cccc(/C=c2\s/c(=C\C(=O)C(C)(C)C)[nH]c2=O)c1 ?
FXIa single inh: 8; FXIIa inh: 16

Results for Cc1c(C(=O)O)sc2nc3n(c(=O)c12)CCC(C)CC3 (stereo unspecified) ?
FXIa single inh: 5; FXIIa inh: 7

How did COc1ccc(CN=CC2=C(O)CNC2=O)cc1 do in these assays?
FXIa single inh: -3; FXIIa inh: 7

How did Cc1nc(-c2cccc(NS(=O)(=O)c3ccc4ccccc4c3)c2)cs1 do in these assays?
FXIa single inh: -5; FXIIa inh: 10

Results for CCS(=O)(=O)CCn1c([N+](=O)[O-])cnc1C ?
FXIa single inh: 1; FXIIa inh: -2

What do the screens show for `CCOC(=O)CNC(=O)c1cccnc1`?
FXIa single inh: 1; FXIIa inh: 8

What do the screens show for `O=C(CSCC(=O)N1CCCCC1)Nc1nc(-c2ccc(Cl)s2)cs1`?
FXIa single inh: 2; FXIIa inh: 3

What do the screens show for `Oc1ccc(N2CCN(C(c3ccccn3)c3nnnn3C3CCCC3)CC2)cc1` (stereo unspecified)?
FXIa single inh: 2; FXIIa inh: -17

Results for CC12C(=O)N(Cc3ccco3)C(=O)C1C1c3ccccc3C2c2ccccc21 (stereo unspecified) ?
FXIa single inh: 5; FXIIa inh: 8

Results for Cc1ccc2nc(NC(=O)CSCc3ccccc3)sc2c1 ?
FXIa single inh: 1; FXIIa inh: 4

Results for O=C(CSc1nc2[nH]ncc2c(=O)n1-c1ccccc1)c1ccc2c(c1)OCCO2 ?
FXIa single inh: -5; FXIIa inh: 6

What do the screens show for `O=C(NC(Cc1ccccc1)C(=O)O)c1ccc(S(=O)(=O)N2CCCCC2)cc1` (stereo unspecified)?
FXIa single inh: 3; FXIIa inh: 11

How did O=C(Nc1nccs1)C(=O)c1c[nH]c2ccccc12 do in these assays?
FXIa single inh: -4; FXIIa inh: -4

How did CN1CCN(S(=O)(=O)c2cccc(S(=O)(=O)c3ccc(Cl)cc3)c2)CC1 do in these assays?
FXIa single inh: -1; FXIIa inh: 8

What do the screens show for `CC(C)Cc1nc(N2CCN(C(=O)c3ccco3)CC2)c(C#N)c2c1CCC2`?
FXIa single inh: 2; FXIIa inh: 1

What do the screens show for `CCOC(=O)Cc1csc(NC(=O)CCCCCN2C(=O)c3ccccc3C2=O)n1`?
FXIa single inh: 3; FXIIa inh: 5

Results for COC(=O)c1cc(OC)c(OC)cc1NC(=O)c1ccc(C)cc1 ?
FXIa single inh: 8; FXIIa inh: 4

How did O=C1C2C3C=CC([C@@H]2C(=O)N1C1CC1)[C@H]1C(=O)N(C2CC2)C(=O)C31 (stereo partly specified) do in these assays?
FXIa single inh: -3; FXIIa inh: 7

What do the screens show for `Cc1nc2sc(C(c3ccc(Br)cc3)N3CC(C)OC(C)C3)c(O)n2n1` (stereo unspecified)?
FXIa single inh: 1; FXIIa inh: -2

Results for CCSc1nnc(NC(=O)CSc2nnc(-c3c[nH]c4ccccc34)n2CC)s1 ?
FXIa single inh: -15; FXIIa inh: -13

How did CCn1cc([N+](=O)[O-])c(C(=O)N2N=C(c3ccc4ccccc4c3)CC2c2ccccc2O)n1 (stereo unspecified) do in these assays?
FXIa single inh: 2; FXIIa inh: -1

Results for CC(C)NC(=O)c1ccc(COCC(F)(F)F)cc1 ?
FXIa single inh: 4; FXIIa inh: 8

What do the screens show for `O=C(CN1CCN(CCO)CC1)Nc1ccccc1`?
FXIa single inh: -6; FXIIa inh: 6

What do the screens show for `CCc1nnc(SCC(=O)Nc2ccc3c(c2)OCO3)o1`?
FXIa single inh: -1; FXIIa inh: 4

Results for Cc1ccc(S(=O)(=O)NCCSc2nnnn2-c2ccccc2)cc1 ?
FXIa single inh: 1; FXIIa inh: -17

Results for O=C(CSCCO)Nc1ccc(C23CC4CC(CC(C4)C2)C3)cc1 ?
FXIa single inh: -1; FXIIa inh: 3

What do the screens show for `CCOC(=O)c1oc2ccc(S(=O)(=O)n3nc(-c4ccccc4)cc3N)cc2c1C`?
FXIa single inh: 6; FXIIa inh: 5

How did N#CC1=C(N2CCCCC2)c2cc3c(n2C1=O)CCCC3 do in these assays?
FXIa single inh: 2; FXIIa inh: 3

What do the screens show for `CC(=O)c1ccc(NC(=O)C(C)Sc2nnnn2C)cc1` (stereo unspecified)?
FXIa single inh: 0; FXIIa inh: 1

2 neighbouring entries already listed:
What do the screens show for `CC(C)Cc1nc(N2CCN(C(=O)c3ccco3)CC2)c(C#N)c2c1CCC2`?
FXIa single inh: 2; FXIIa inh: 1

What do the screens show for `CCOC(=O)Cc1csc(NC(=O)CCCCCN2C(=O)c3ccccc3C2=O)n1`?
FXIa single inh: 3; FXIIa inh: 5

Continued.
What do the screens show for `C=CCC1c2cccc(C(=O)O)c2C(=O)N1c1ccc(Cl)cc1` (stereo unspecified)?
FXIa single inh: -9; FXIIa inh: 7

Results for CCCC(=O)Nc1sc2c(c1C(=O)OC)C(C(=O)OC)CC2 (stereo unspecified) ?
FXIa single inh: 2; FXIIa inh: 4

Results for Cc1ccc(C(=O)/C=C/Nc2ccccc2C(N)=O)cc1 ?
FXIa single inh: 5; FXIIa inh: 9

What do the screens show for `Cc1nn(-c2ccc(F)cc2)c(C)c1NS(=O)(=O)c1ccc2ccccc2c1`?
FXIa single inh: 8; FXIIa inh: 4

Results for CC1(C)SCC(C(=O)O)N1C=O (stereo unspecified) ?
FXIa single inh: -13; FXIIa inh: -13

Results for Cc1ccc(N2C(N)=C(C#N)C(c3cccs3)C3=C2CC(C)(C)CC3=O)cc1 (stereo unspecified) ?
FXIa single inh: 3; FXIIa inh: 0

How did Cc1cc(=O)oc2cc(OCC(O)CN3CCN(c4ccc(F)cc4)CC3)ccc12 (stereo unspecified) do in these assays?
FXIa single inh: -2; FXIIa inh: 2

What do the screens show for `Cc1ccc(NC(=O)CN2CCN(c3ccccn3)CC2)c(Cl)c1`?
FXIa single inh: 3; FXIIa inh: -2

What do the screens show for `COc1ccc(OC)c(-n2c(O)cnc2Nc2nc(C)cc(C)n2)c1`?
FXIa single inh: 1; FXIIa inh: -13

How did CCC(=NCc1ccccc1)c1c(C(F)(F)F)[nH]n(-c2nc3ccccc3s2)c1=O do in these assays?
FXIa single inh: 11; FXIIa inh: 3

How did Cc1nc(SCC(=O)Nc2ccc3c(c2)OCCO3)c2oc3ccccc3c2n1 do in these assays?
FXIa single inh: 5; FXIIa inh: 6

What do the screens show for `CC(OC(=O)C1CCN(S(=O)(=O)c2ccc(Cl)cc2)CC1)C(=O)N1CCc2ccccc21` (stereo unspecified)?
FXIa single inh: -10; FXIIa inh: 7

Results for Cc1ccc2nc(NCCCO)nc(-c3ccccc3)c2c1 ?
FXIa single inh: -2; FXIIa inh: 4

How did COC(=O)c1ccc(C(=O)OC)c(NC(=O)CSc2nc(-c3ccco3)cc(C(F)(F)F)n2)c1 do in these assays?
FXIa single inh: -4; FXIIa inh: 4

How did Cc1n[nH]c(=O)nc1Nc1ccc(O)cc1 do in these assays?
FXIa single inh: -1; FXIIa inh: 4

Results for O=C(Cn1ncnn1)OCc1ccccc1Cl ?
FXIa single inh: 1; FXIIa inh: 0

What do the screens show for `Oc1oc(-c2ccccc2)nc1C=Nc1ccccc1`?
FXIa single inh: 0; FXIIa inh: 4

Results for CCOC(=O)C1=C(N)OC2=C(C(=O)CC(C)(C)C2)C1c1cccs1 (stereo unspecified) ?
FXIa single inh: 33; FXIIa inh: -20

Results for CN(C)CCCNc1cc(Cl)c(S(=O)(=O)N2CCCCC2)cc1C(=O)O ?
FXIa single inh: -2; FXIIa inh: 5

Results for CCCC(=O)Nc1ccc(N2CCOCC2)cc1 ?
FXIa single inh: -3; FXIIa inh: 7

What do the screens show for `COc1ccccc1NC(=O)C1=C(C)NC(SCC(=O)c2ccc(C)cc2)=C(C#N)C1c1ccco1` (stereo unspecified)?
FXIa single inh: 6; FXIIa inh: 10

How did COc1ccc(OCc2nc3ccccc3[nH]2)cc1 do in these assays?
FXIa single inh: 8; FXIIa inh: 6

What do the screens show for `Cc1c(NS(=O)(=O)c2cccc(C(=O)NCc3ccccc3)c2)c(=O)n(-c2ccccc2)n1C`?
FXIa single inh: 25; FXIIa inh: -14

What do the screens show for `CCCCNC(=O)C1CCN(c2nc(OC)nc(OC)n2)CC1`?
FXIa single inh: -4; FXIIa inh: -4

Results for C=C(C)Cn1c(C)cc(C)c(S(=O)(=O)c2ccccc2C)c1=O ?
FXIa single inh: 8; FXIIa inh: 3

What do the screens show for `COC(=O)c1cccc(COC(=O)c2ccc(CS(=O)(=O)c3ccc(C)cc3)cc2)c1`?
FXIa single inh: -5; FXIIa inh: 6

How did O=C(NCC(c1cccnc1)N1CCN(c2ccccc2)CC1)c1ccco1 (stereo unspecified) do in these assays?
FXIa single inh: -2; FXIIa inh: 2

Results for CC(C)(C)C(=O)CN1CCN(C2c3ccccc3-c3ccccc32)CC1 ?
FXIa single inh: 8; FXIIa inh: 13

What do the screens show for `CCn1c(SCC(=O)NC(=O)NCc2ccco2)nnc1-c1cccs1`?
FXIa single inh: 16; FXIIa inh: -16

What do the screens show for `COc1cc2c(cc1NC(=O)C(C)OC(=O)C1CC(=O)N(Cc3ccco3)C1)oc1ccccc12` (stereo unspecified)?
FXIa single inh: -10; FXIIa inh: -1

What do the screens show for `N#C/C(=C\c1c(N2CCC(C(N)=O)CC2)nc2ccccn2c1=O)S(=O)(=O)c1ccccc1`?
FXIa single inh: 3; FXIIa inh: -6

How did Fc1ccc(C2NC(=S)NC3=C2N2CCC3CC2)cc1 (stereo unspecified) do in these assays?
FXIa single inh: 1; FXIIa inh: -3

How did COc1ccc(C(=O)NCCc2nnc(SCC(=O)Nc3ccccc3C(C)C)n2C)cc1 do in these assays?
FXIa single inh: -1; FXIIa inh: 4

How did Cc1ccc(NC(=O)COc2ccc(Br)cc2CO)cc1 do in these assays?
FXIa single inh: 28; FXIIa inh: -17

How did O=C(Nc1ccc2nc(-c3cccs3)[nH]c2c1)c1cccs1 do in these assays?
FXIa single inh: 3; FXIIa inh: 2

What do the screens show for `O=S(=O)(c1ccc(Br)cc1)N1CCCN(Cc2cccc(F)c2)CC1`?
FXIa single inh: -3; FXIIa inh: 8

How did CCOCCCNC(=O)COc1ccc(OC)cc1 do in these assays?
FXIa single inh: 27; FXIIa inh: -13

How did CCCn1nc(Oc2nc(NCC)nc(NCC)n2)ccc1=O do in these assays?
FXIa single inh: -6; FXIIa inh: -1

Gathered by group, those above with two or more sulfur atoms
What do the screens show for `CSc1ccc(C(=S)N2CCN(C(c3ccccc3)c3ccccc3)CC2)cc1`?
FXIa single inh: -5; FXIIa inh: 7

What do the screens show for `CCOc1ccccc1N1CCN(C2=C(NS(=O)(=O)c3cccs3)C(=O)c3ccccc3C2=O)CC1`?
FXIa single inh: 7; FXIIa inh: 24

How did Cc1nc(-c2cccc(NS(=O)(=O)c3ccc4ccccc4c3)c2)cs1 do in these assays?
FXIa single inh: -5; FXIIa inh: 10

What do the screens show for `O=C(CSCC(=O)N1CCCCC1)Nc1nc(-c2ccc(Cl)s2)cs1`?
FXIa single inh: 2; FXIIa inh: 3

Results for Cc1ccc2nc(NC(=O)CSCc3ccccc3)sc2c1 ?
FXIa single inh: 1; FXIIa inh: 4

How did CN1CCN(S(=O)(=O)c2cccc(S(=O)(=O)c3ccc(Cl)cc3)c2)CC1 do in these assays?
FXIa single inh: -1; FXIIa inh: 8

Results for CCSc1nnc(NC(=O)CSc2nnc(-c3c[nH]c4ccccc34)n2CC)s1 ?
FXIa single inh: -15; FXIIa inh: -13

Results for Cc1ccc(S(=O)(=O)NCCSc2nnnn2-c2ccccc2)cc1 ?
FXIa single inh: 1; FXIIa inh: -17

What do the screens show for `CCn1c(SCC(=O)NC(=O)NCc2ccco2)nnc1-c1cccs1`?
FXIa single inh: 16; FXIIa inh: -16

How did O=C(Nc1ccc2nc(-c3cccs3)[nH]c2c1)c1cccs1 do in these assays?
FXIa single inh: 3; FXIIa inh: 2
